PI4K2A inh – blocks human PI4K2A kinase activity; Q9BTU6; purified PI4K2A, ADP-Glo luminescence, 1 h; active compounds read low; activity change, negative = inhibition, % at 76.9 µM; hit rate 0.13% among 420,000; AID 1346378; in the data active = activity change below about -50%; inconclusive = mostly about -30% to -49%;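 note: -100% = wells without enzyme as full effect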
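ADP-Glo luminescence measured ADP generated by PI4K2A enzyme (4 ug/mL before mixing) with 1.2 mM PI substrate (pre-mix) and 300 microM ATP (pre-mix). Tris pH7.5 buffer with MgCl2, Triton X-100; 1 h reaction at ambient temperature.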
ALOX12 inh – ALOX12 (human) lipoxygenase inhibition; hit rate 1.1% among 580,000; purified 12hLO, xylenol orange hydroperoxide absorbance; Potency, µM (series often up to 108 µM), for the others: at the top dose activity change, negative = inhibition, hits mostly inhibitors; note: potency is the fitted concentration of half-maximal effect
Target sequence (P18054 whole entry, looked up): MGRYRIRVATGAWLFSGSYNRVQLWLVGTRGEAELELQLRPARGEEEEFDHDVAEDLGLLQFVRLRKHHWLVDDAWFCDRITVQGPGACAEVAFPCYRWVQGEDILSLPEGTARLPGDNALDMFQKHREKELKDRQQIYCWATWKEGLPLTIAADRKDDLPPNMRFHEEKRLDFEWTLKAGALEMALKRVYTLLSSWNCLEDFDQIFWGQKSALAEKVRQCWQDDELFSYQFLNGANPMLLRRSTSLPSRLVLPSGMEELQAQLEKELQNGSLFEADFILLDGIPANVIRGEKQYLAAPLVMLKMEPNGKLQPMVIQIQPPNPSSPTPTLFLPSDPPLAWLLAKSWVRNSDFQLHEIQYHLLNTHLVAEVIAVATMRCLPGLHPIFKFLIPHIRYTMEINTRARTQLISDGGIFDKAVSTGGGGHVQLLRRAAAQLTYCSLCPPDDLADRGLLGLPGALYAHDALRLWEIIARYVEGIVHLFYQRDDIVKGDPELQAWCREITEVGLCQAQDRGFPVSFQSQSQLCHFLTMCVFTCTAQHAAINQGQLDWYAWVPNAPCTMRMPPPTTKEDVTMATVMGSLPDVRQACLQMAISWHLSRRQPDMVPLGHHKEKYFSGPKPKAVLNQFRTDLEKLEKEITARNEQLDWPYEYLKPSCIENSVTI
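Hydroperoxide product was detected by ferrous iron/xylenol orange as the 573 to 405 nm absorbance ratio. Arachidonic acid at 40 uM (final) was turned over for 30 min at room temperature by 150 nM human 12hLO, pH 7.0 Hepes buffer, after 15 min compound preincubation.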
GLS inhibitor – inhibitors of human glutaminase (GLS); O94925; GLS enzymatic activity, qHTS titration; Potency, µM (titrated, usually from 45.5 µM), without a hit: at the top dose activity change, negative = inhibition, actives largely listed as inhibitors; hit rate 0.21% among 410,000; note: potency is the fitted concentration of half-maximal effect
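Coupled fluorescence readout: glutamate oxidase/HRP/Amplex Red detect glutamate formed by hKGA from L-glutamine (1 mM solution added). Buffer 45 mM KH2PO4 pH 8.2, 0.02% Tween-20; reads at t0 and 30 min RT.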
An asterisk follows results filed as active; ? = inconclusive; [ ] = dose if it differs, or a comment. Unless noted, calls come from the whole dose curve; as a rule, active = well fitted inhibition curve with a large enough effect; inconclusive = small, poorly fitted or top-dose-only effect, or another doubt; inactive = no such curve, though single readings can be large or run the other way. Unless noted, % is set by controls: 0 for no effect and ±100 for the full control effect. Not all compounds are listed (hit frequency here may not be typical).

Start of the data: the first seven records as a preview:
SMILES	PI4K2A inh	ALOX12 inh	GLS inhibitor
CC1(C(=O)NS(=O)(=O)Cc2cccc(Cl)c2)CCN1C(=O)C1CCCCC1 (centres undefined)	-3.6	-15.9%	-0.2%
COc1ccc(C(C)C)cc1-c1ccc2nncn2c1	-2.3	11.4%	-0.1%
CC1(C(=O)Nc2ccc3[nH]ncc3c2)CCN1C(=O)C/C=C/c1ccccc1 (centres undefined)	1.9	10.8%	-10.7%
COCCN1C[C@@H](CO)O[C@@H](n2cnc3c(N(C)C(C)C)ncnc32)C1	-5.9	-21.1%	0.2%
Cc1cc(S(=O)(=O)NC(=O)[C@H]2O[C@@H](n3cnc4c(N)ncnc43)[C@H](O)[C@@H]2O)ccc1Br	-7.4	?	-9.4%
NC(c1csc(Nc2ccccn2)n1)c1ccccc1Cl (centres undefined)	-3.2	-13.0%	7.1%
CCOC(=O)[C@]12CCC=C1N(Cc1ccco1)C(=O)[C@H](CC(=O)N1CCSCC1)C2	-8.8	0.0%	-10.7%

Main list, from the first entry:
SMILES	PI4K2A inh	ALOX12 inh	GLS inhibitor
CC1(C(=O)NS(=O)(=O)Cc2cccc(Cl)c2)CCN1C(=O)C1CCCCC1 (centres undefined)	-3.6	-15.9%	-0.2%
COc1ccc(C(C)C)cc1-c1ccc2nncn2c1	-2.3	11.4%	-0.1%
CC1(C(=O)Nc2ccc3[nH]ncc3c2)CCN1C(=O)C/C=C/c1ccccc1 (centres undefined)	1.9	10.8%	-10.7%
COCCN1C[C@@H](CO)O[C@@H](n2cnc3c(N(C)C(C)C)ncnc32)C1	-5.9	-21.1%	0.2%
Cc1cc(S(=O)(=O)NC(=O)[C@H]2O[C@@H](n3cnc4c(N)ncnc43)[C@H](O)[C@@H]2O)ccc1Br	-7.4	?	-9.4%
NC(c1csc(Nc2ccccn2)n1)c1ccccc1Cl (centres undefined)	-3.2	-13.0%	7.1%
CCOC(=O)[C@]12CCC=C1N(Cc1ccco1)C(=O)[C@H](CC(=O)N1CCSCC1)C2	-8.8	0.0%	-10.7%
NS(=O)(=O)c1ccc(CCNC(=O)CSc2nc3c(sc(=S)n3-c3ccccc3)c(=O)[nH]2)cc1	-4.5	-12.6%	16.1%
COc1ccc(NC(=O)C2(C)Cc3c(-c4ccc(C(N)=O)cc4)ccnc3O2)cc1OC (centres undefined)	-3.7	-2.6%	6.8%
CC1(C(=O)NS(=O)(=O)c2cccc(Cl)c2)CCN1C(=O)CCc1cccs1 (centres undefined)	6.3	-10.5%	16.7%
COc1ccc(C(C#N)CC(=O)c2ccc(OCc3ccccc3)c(OC)c2)cc1OC (centres undefined)	3.1	-15.0%	-1.5%
O=C(NC(c1ccc2ccccc2n1)c1cccs1)C1CCN(Cc2cccc(C(F)(F)F)c2)CC1 (centres undefined)	-1.2	-24.0%	-10.1%
O=C(Nc1ccc(C(O)c2ccccc2)cc1)[C@@H]1O[C@H](CO)[C@H](O)[C@H](O)[C@H]1O (some centres undefined)	-1.1	3.0%	-0.5%
COc1ccc(C2CC(c3cccc(OC)c3)=NN2c2ccc(S(N)(=O)=O)cc2)cc1 (centres undefined)	0.8	?	9.2%
C[C@@H](c1ccccc1)N1C[C@H](COCc2ccccc2)Oc2cc(N3CC[C@@H](N(C)C)C3)ccc2S1(=O)=O	-4.8	?	11.2%
Cn1ccc2c(N3CCCCCC3)cc3c(c21)C1CCC3C1 (centres undefined)	-2.2	?	-5.6%
CCOC(=O)[C@]12CCCC=C1N(Cc1ccc(Cl)cc1Cl)C(=O)[C@H](CC(=O)NCc1ccc(C)o1)C2	-1.9	-13.8%	0.5%
CNc1nc(NCc2ccc(C)cc2C)c2sccc2n1	-4.4	?	-0.9%
COc1ccccc1C(=Cc1ccc([N+](=O)[O-])cc1)C(=O)O	0.5	4.8%	6.0%
C[C@H]1CN([C@@H](C)CO)C(=O)CCCn2nncc2CO[C@@H]1CN(C)S(=O)(=O)c1ccc(-c2ccccc2)cc1	-4.3	?	-4.3%
COc1ccc(-c2oc3c(c2C#CCCCCO)C(OCCO)CC3)cc1 (centres undefined)	1.6	?	5.8%
CC[C@@H](NC(=O)[C@H](Cc1ccccc1)NC(=O)CC[C@H]1O[C@@H](n2ccc(=O)[nH]c2=O)[C@H](O)[C@@H]1O)c1ccccc1	-2.9	8.6%	2.1%
CCCCC[C@@H]1[C@@H]2C(=C(OCC)C[C@@H]3C(=O)N(c4ccccc4)C(=O)[C@H]23)[C@H](c2ccccc2)N1S(=O)(=O)c1ccc(C)cc1	2.4	-11.6%	6.5%
CC(C)C[C@H]1CN(CCCC[C@@H]2CNC(=O)C(=O)N2CCc2ccccc2)C(=O)C(=O)N1CCC1CCCCC1	4.2	?	12.9%
C[C@H](CO)N1C[C@H](C)[C@H](CN(C)Cc2ccncc2)Oc2ncc(C#CC3CC3)cc2C1=O	2.8	25.5%	1.2%

Brought forward from above: 2 entries; new compounds follow.
SMILES	PI4K2A inh	ALOX12 inh	GLS inhibitor
CC(C)C[C@H]1CN(CCCC[C@@H]2CNC(=O)C(=O)N2CCc2ccccc2)C(=O)C(=O)N1CCC1CCCCC1	4.2	?	12.9%
C[C@H](CO)N1C[C@H](C)[C@H](CN(C)Cc2ccncc2)Oc2ncc(C#CC3CC3)cc2C1=O	2.8	25.5%	1.2%
CC(C)c1cccc(C(C)C)c1Nc1cn[nH]c1	-5.9	8.4%	38.9%[activator]
O=C1CCCCC1C1(O)C(=O)Nc2ccccc21 (centres undefined)	-0.1	?	-0.8%
CC1=C2C3OC(=O)C(C)C3CCC2(C)C=C(Br)C1=O (centres undefined)	2.3	-17.5%	0.3%
Cc1cccc(C(O)c2ncc(-c3ccccc3F)[nH]2)c1C (centres undefined)	0.8	-13.2%	-8.2%
COc1cccc(C(NC(C)=O)c2nc(-c3cccc(NC(C)=O)c3)cs2)c1 (centres undefined)	2.9	-3.6%	3.8%
COc1ccccc1N(CC(=O)N1CCCCC1C)S(=O)(=O)c1ccc(Cl)cc1 (centres undefined)	0.0	6.9%	-2.7%
CCCNC(=O)c1cc(C2CCCN(S(=O)(=O)c3ccccc3)C2)on1 (centres undefined)	-2.8	-3.2%	4.9%
COc1ccc(Cc2c(-c3ccco3)nc3c(C)cc(Br)cn23)c(C)c1	-1.0	?	-6.4%
CC(C)NC(=O)C1(C)CCN1C(=O)Cc1ccc(-c2ccccc2)cc1 (centres undefined)	4.0	2.2%	-5.7%
Cc1ccc(S(=O)(=O)N2C[C@H]3N(C(=O)OC(C)C)N(C(=O)OC(C)C)C[C@H](OC(=O)NCc4ccccc4F)[C@@]3(O)C2)cc1	-6.5	?	-0.7%
COc1ccc(-c2nc3ccc(Cl)cn3c2CC(C)(C)C)cc1OC	-1.9	-1.5%	-4.2%
Cc1ncc(C(O)c2ccc(N(C)C)cc2)n1Cc1ccccc1 (centres undefined)	2.9	-0.3%	29.8%
COC(=O)C1CCN(S(=O)(=O)c2c[nH]c(=O)[nH]c2=O)CC1	-0.8	1.0%	-1.7%
CCCC(=O)N1CCCC1(C)C(=O)NCCc1ccccn1 (centres undefined)	0.3	11.6%	5.6%
CC(C)C[C@@H](CN1CCC[C@@H]1CN1C(=S)NC[C@@H]1Cc1ccccc1)N1C[C@H](Cc2ccc(O)cc2)N(CC2CCCCC2)C1=S	-6.4	-9.5%	2.4%
CC(C)Cc1ccc(-c2cc3nc(NCCOc4ccccc4)ccn3n2)cc1	-3.7	-4.3%	-6.7%
COc1ccc([C@H]2C[C@@H](n3cc(-c4ccc(F)cc4)nn3)[C@H](O)CN2C(=O)c2cccs2)cc1	0.2	0.2%	0.3%
CC1(C(=O)Nc2ccc3c(c2)OCO3)CCN1C(=O)c1ccccc1 (centres undefined)	-2.0	0.1%	-1.8%
CCOC(=O)C1=CC[C@@H](c2ccccc2C(F)(F)F)N(S(=O)(=O)c2ccc(C)cc2)[C@H]1c1ccc(C#N)cc1	-1.4	-20.5%	-1.8%
O=C(Nc1cccc(Cl)c1)c1csc([C@@H]2C[C@H](O)[C@@H](CO)O2)n1	-1.2	-2.0%	-2.4%
CN(Cc1ccccc1)C(=O)C1(C)CCN1C(=O)Cc1ccc(Cl)cc1Cl (centres undefined)	1.6	-23.5%	-17.3%
CCCNC(=O)C1(C)CCN(C(=O)c2cccc(OC(F)(F)F)c2)C1 (centres undefined)	-5.1	9.1%	4.3%
O=S1(=O)CC(N2CCCCC2)CN1Cc1cn(Cc2ccc(Cl)cc2)nn1 (centres undefined)	1.8	0.0%	-0.5%
CC1(C(=O)Nc2ccc3[nH]ncc3c2)CCN1C(=O)CC(c1ccccc1)c1ccccc1 (centres undefined)	-6.6	3.2%	5.5%
CC1(C(=O)Nc2ccc(F)c(Cl)c2)Cc2c(-c3cccc(C(N)=O)c3)ccnc2O1 (centres undefined)	4.5	-7.9%	?
(further entries)
SMILES	PI4K2A inh	ALOX12 inh	GLS inhibitor
CC1(C(=O)NC2CCCCC2)CCC(=O)N1CCOc1ccccc1 (centres undefined)	3.5	-3.0%	8.8%
CC(CC(=O)Nc1ccc2c(c1)c(=O)n(C)n2-c1cccs1)c1ccccc1 (centres undefined)	-1.1	-14.8%	-0.2%
Cn1ccc2c(-c3ccc(C(C)(C)C)cc3)cc3c(c21)C1CCC3O1 (centres undefined)	-3.4	?	-4.5%
O=C1CCC(C(=O)OCC(=O)Nc2ccc(SC(F)F)cc2)=NN1	-5.4	2.2%	-0.5%
Cc1ccccc1N1CCN(C(=O)c2cc(-c3ccccc3)nc3c2cnn3C(C)C)CC1	-2.6	2.7%	-0.6%
CC(C)[C@@H]1Cc2[nH]c(=O)[nH]c(=O)c2[C@H](C)O1	-1.4	?	4.6%
CCN(CC)C(=O)C1=C(C)N(CCCN2CCCC2=O)C(=O)C(CC(=O)NCc2cccs2)C1 (centres undefined)	-2.8	-5.9%	0.8%
COCCNC(=O)C1CCCN(C(=O)c2csc3ccccc23)CC1 (centres undefined)	2.0	-6.2%	0.2%
CCNC(=O)C1(C)CCN(C(=O)c2ccc(N(C)C)cc2)C1 (centres undefined)	-1.3	-9.3%	31.9%[activator]
CCOC(=O)[C@]12CCCC=C1N(Cc1ccco1)C(=O)[C@H](CC(=O)N1CCC(c3ccccc3)CC1)C2	5.5	?	-6.5%
COc1cc(F)ccc1-c1cc(C(=O)NCc2cccs2)[nH]n1	1.5	-2.0%	7.6%
O=C1C2C3C=CC(CC3)C2S(=O)(=O)C2C3C=CC(CC3)C12 (centres undefined)	0.1	-9.2%	-10.0%
CN(C)c1ccc(-c2csc(C(O)(c3ccccc3)C(F)(F)F)n2)cc1 (centres undefined)	-6.2	17.8µM*	4.0%
NC(=O)C1CCN(C(=O)c2ccc(NS(=O)(=O)/C=C/c3ccccc3)cc2)CC1	6.9	2.3%	-0.3%
OCC[C@@H]1C[C@H](O)[C@@H](O)[C@@]2(OCc3ccc4ccccc4c32)O1	1.0	-0.4%	-4.2%
CC(C)OCCCNC(=S)N1CCC(C(=O)c2ccc(F)cc2)CC1	3.3	-18.7%	-4.0%
COC(=O)[C@@]1(Sc2ccc(C)cc2)CC(=O)N(c2ccccc2)[C@@H]1c1ccccc1	7.3	?	-7.4%
CCOCCC(=O)Nc1ccc2c(c1)c(=O)n(C)n2C/C=C/c1ccccc1	-5.0	-15.5%	-0.1%
COc1cc(-c2cnc3c(NC(C)=O)cc(-c4cccc(C(=O)NCCO)c4)cn23)cc(OC)c1OC	-0.1	?	10.2%
CC(=O)NCC1(c2ccccc2)CCN(CC2COc3ccccc3O2)CC1 (centres undefined)	0.4	22.1%	4.9%
Clc1ccc2nc(-c3ccco3)c(Cc3ccsc3)n2c1	-29.0	?	?
O=[N+]([O-])c1ccccc1C(=Nc1ccccc1)c1c(O)cc(O)cc1O	-17.5	44.7µM*	50.4%[activator]
O=C(c1ccco1)N1CCN(C(=O)c2ccc(Br)o2)CC1	0.2	-9.2%	-0.8%
CC(C)C1OC(CCc2ccccc2)Cc2[nH][nH]c(=O)c21 (centres undefined)	-1.6	80.2%	4.9%
CCCNC(=O)C1(C)CCCN(C(=O)c2ccc(C)c(F)c2)C1 (centres undefined)	0.1	-4.8%	2.0%
(next part)
SMILES	PI4K2A inh	ALOX12 inh	GLS inhibitor
CC1=C(C(=O)N(C)C)CC(CC(=O)NCCCCc2ccccc2)C(=O)N1Cc1ccc(C(C)(C)C)cc1 (centres undefined)	-1.9	-17.5%	-2.1%
Cc1ccc(S(=O)(=O)N2[C@H](c3ccccc3)CC(=O)[C@@H]3CN(S(=O)(=O)c4ccccc4C)[C@H](c4ccccc4)C[C@@H]32)cc1	-2.9	-0.3%	1.3%
N#Cc1cc2ccncc2c2ccccc12	-2.8	-7.1%	1.6%
CNc1cccc(-c2cccc(O)c2)n1	-8.5	0.1%	37.1%[activator]
COc1cccc(C(O)c2nc(-c3cccc(C#N)c3)cs2)c1 (centres undefined)	0.9	-26.2%	-9.8%
CCc1nc2c(OCc3ccc(C#N)cc3)cccn2c1N(C)C(=O)C(C)C	-10.1	-4.3%	1.1%

High-throughput results: PubChem BioAssay, National Center for Advancing Translational Sciences (NCATS)
